Screens (PubChem)
LMPTP block: blocks human LMPTP phosphatase; actives 0.22% (n = 360,000); inhibition, % at 20 µM; P24666; AID 651560; recombinant LMPTP-A, OMFP fluorogenic substrate, fluorescence intensity;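 active = compounds that cut the enzyme signal by at least half of the control window in the single-dose screen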;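 also: plate controls were DMSO wells with enzyme plus substrate for no effect and substrate without enzyme for full effect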
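Buffer or medium: Bis-Tris pH 6.0, DTT, detergent; Assay system: LMPTP-A enzyme; Quantity: 0.625 nM enzyme; Detection: endpoint fluorescence intensity; Times: 50 min dark incubation at room temperature; Controls: substrate-only low control, DMSO enzyme-plus-substrate high control; Doses: single 20 µM dose; Read-out: percent inhibition versus substrate-only and uninhibited controls; Reagent: 400 µM OMFP.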
STEP block: STEP (human) phosphatase inhibition; P54829; recombinant STEP, OMFP fluorogenic substrate, fluorescence; inhibition, % at 20 µM; actives 0.25% (n = 360,000);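 active = inhibition at 20 µM, scaled per plate between control wells, above about 37%, limit read from the data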;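 also: 0% = DMSO with enzyme and substrate and 100% = substrate only without enzyme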
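Test system: STEP tyrosine phosphatase / Reagent: OMFP at 25 µM / Doses: 20 µM, 1% DMSO / Read-out: percent inhibition scaled to no-enzyme and uninhibited-enzyme controls, plate-pattern corrected / Detection: FITC-channel fluorescence of OMFP product / Medium: Bis-Tris buffer pH 6.0, 2.5 mM DTT, 0.005% Tween 20 / Schedule: 20 min at room temperature, dark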
SUMO1-SIM PPI: SUMO1-SIM interaction modulation; SUMO1 binding to a labelled peptide, TR-FRET, 1 h; actives 0.33% (n = 360,000); inhibition, % at 20 µM; AID 602429; in the data active = inhibition above about 37%
Target sequence (P63165 whole entry, looked up): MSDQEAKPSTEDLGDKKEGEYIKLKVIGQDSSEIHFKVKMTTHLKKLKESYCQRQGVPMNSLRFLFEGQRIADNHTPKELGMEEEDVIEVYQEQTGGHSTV
CendR NRP1 mod: alters CendR peptide binding to human NRP-1. actives 0.85% (n = 360,000). FAM-RPARPAR peptide binding to NRP-1, fluorescence polarization. inhibition, % at 25 µM. O14786;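 active = inhibition or corrected inhibition above about 18%, plus a signal ratio from 0.5 to 1.5, limit read from the data, passing the limit was not always enough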; also: strong numbers were not always called active
MsrA inh: inhibitors of bovine MsrA; purified bovine MsrA, absorbance read-out; inhibition, % at 15.5 µM; actives 0.75% (n = 360,000); in the data active = inhibition above about 4.5%;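 also: 0% = vehicle wells with enzyme and 100% = reference inhibitor wells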
MsrA act: activators of bovine methionine sulfoxide reductase A; purified bovine MsrA, absorbance read-out; actives 0.3% (n = 360,000); activation, % at 10.6 µM; AID 602163; in the data active = activation above about 7.5%;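 also: 0% = vehicle and 100% = reference activator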
Tb MetRS inh: blocks T. brucei methionyl-tRNA synthetase activity. purified T. brucei MetRS, ATP depletion, Kinase-Glo luminescence. inhibition, % at 11.9 µM. actives 0.4% (n = 360,000);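 active = inhibition above a per-plate cutoff of the control wells' mean inhibition plus 3 SD, cut at about 5.5% in these data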;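 also: 0% = DMSO wells median and 100% = median of wells with control inhibitor compound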
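Material – parasite MetRS enzyme · Medium – HEPES-MgCl2-KCl buffer plus DTT, spermine, BSA, pyrophosphatase · Reagent – ATP, methionine and E. coli bulk tRNA substrates · Times – 15 min enzyme-compound preincubation, 2 h reaction, 10 min detection, 25 °C · Measured by – luminescence of leftover ATP · Evaluation – percent inhibition relative to median high and low control wells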
Scp-1 inhibitor: blocks human Scp-1 phosphatase activity; Q9GZU7; Recombinant Scp1, phosphopeptide, malachite green phosphate absorbance; inhibition, % at 20 µM; actives 0.88% (n = 340,000); AID 493091;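 active = inhibition above about 50% at 20 µM, limit read from the data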;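 also: plate controls were DMSO wells with enzyme for no effect and wells lacking enzyme for full effect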
Target sequence (Q9GZU7 76-261 limits assumed): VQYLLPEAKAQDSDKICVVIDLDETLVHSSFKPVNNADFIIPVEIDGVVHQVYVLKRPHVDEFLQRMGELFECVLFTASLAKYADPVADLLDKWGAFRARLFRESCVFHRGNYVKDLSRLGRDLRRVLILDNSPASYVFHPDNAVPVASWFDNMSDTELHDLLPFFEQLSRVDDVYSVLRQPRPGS
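Material: truncated SCP-1 phosphatase (76-261aa) / Buffer or medium: 50 mM Tris acetate pH 5.5, 0.005% Tween-20, 10 mM MgCl2 / Compound dosing: one concentration, 20 µM, with 1.0% DMSO / Incubation: 45 min room-temperature reaction, 5 min colour, 30 min stabiliser / Detection: colorimetric free-phosphate detection, absorbance 630 nm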
eLon inh: inhibits E. coli Lon protease. inhibition, % at 7.94 µM. purified E. coli Lon protease, fluorescence polarization. P0A9M0. actives 0.42% (n = 360,000); in the data active = inhibition above about 13%, passing the limit was not always enough;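 also: 0% = enzyme with probe and DMSO and 100% = no enzyme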
Target sequence (P0A9M0 whole entry, looked up): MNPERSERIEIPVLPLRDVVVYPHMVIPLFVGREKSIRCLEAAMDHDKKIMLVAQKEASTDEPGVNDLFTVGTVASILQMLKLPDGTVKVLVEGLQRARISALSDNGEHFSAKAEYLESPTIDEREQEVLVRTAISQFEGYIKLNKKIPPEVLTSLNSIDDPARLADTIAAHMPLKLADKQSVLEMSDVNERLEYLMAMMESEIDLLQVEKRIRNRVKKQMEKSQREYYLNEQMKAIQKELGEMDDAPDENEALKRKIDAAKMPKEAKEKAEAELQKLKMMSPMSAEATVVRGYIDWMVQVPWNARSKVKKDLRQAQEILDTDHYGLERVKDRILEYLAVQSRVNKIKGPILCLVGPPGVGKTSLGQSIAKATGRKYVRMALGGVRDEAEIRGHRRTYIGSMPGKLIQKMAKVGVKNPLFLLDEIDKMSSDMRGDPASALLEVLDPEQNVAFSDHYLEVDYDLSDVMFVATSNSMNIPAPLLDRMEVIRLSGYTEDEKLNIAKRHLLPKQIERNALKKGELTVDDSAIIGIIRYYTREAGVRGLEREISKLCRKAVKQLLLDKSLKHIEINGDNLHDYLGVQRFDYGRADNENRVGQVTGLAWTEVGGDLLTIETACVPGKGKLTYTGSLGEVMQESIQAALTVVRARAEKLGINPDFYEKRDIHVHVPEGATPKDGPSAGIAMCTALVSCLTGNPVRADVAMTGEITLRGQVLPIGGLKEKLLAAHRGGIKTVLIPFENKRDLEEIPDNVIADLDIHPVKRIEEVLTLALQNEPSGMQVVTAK
DNMT1 block: blocks human DNA methyltransferase DNMT1 | P26358 | DNMT1 molecular beacon, Hinp1I cleavage, fluorescence | inhibition (reported as % activation of signal), % at 10 µM | actives 0.83% (n = 360,000); in the data active = inhibition above about 50%
An asterisk follows results filed as active; / = not tested or not shown.

#	LMPTP block	STEP block	SUMO1-SIM PPI	CendR NRP1 mod	MsrA inh	MsrA act	Tb MetRS inh	Scp-1 inhibitor	eLon inh	DNMT1 block	SMILES
1	1.9	2.1	1.0	12.6	-0.5	-9.5	0.0	4.6	-16.1	-4.6	COc1ccc(S(=O)(=O)N2CCCCC2)cc1NC(=O)CCNC(=O)c1ccc(Cl)cc1
2	1.9	1.8	5.6	-1.0	4.3	-6.8	-0.1	-9.0	-4.3	-7.8	COc1ccc(C(=O)Nc2oc(-c3ccccc3)c(-c3ccccc3)c2C#N)cc1OC
3	-2.2	10.9	7.8	-3.9	-0.8	-0.6	-0.6	-4.4	-4.0	2.1	OCCNCc1cc(Br)ccc1OCc1ccc(Cl)cc1
4	-0.7	0.0	0.0	-4.5	0.2	-2.6	0.0	-6.8	-8.6	-1.7	O=C(CNC(=O)C1COc2ccccc2O1)Nc1ccc(F)c(F)c1 (stereo not drawn)
5	0.6	-1.2	-4.6	-8.7	1.4	-3.4	-0.8	16.7	-4.0	25.1	O=C(NC1CCCCC1)c1c2c(nc3ccccc13)CCC2
6	0.5	1.4	-2.4	-13.3	-0.7	-4.0	-0.5	0.5	-0.8	0.5	COc1ccc(OC)c(S(=O)(=O)N2CCN3CCCC3C2)c1 (stereo not drawn)
7	-1.1	0.4	-12.2	-4.6	1.7	-5.9	-0.3	-4.0	-3.2	0.2	Cc1cc(-c2ccc(S(=O)(=O)Nc3ccc(C#N)cc3)s2)on1
8	0.6	-0.3	-1.7	1.8	0.0	-6.7	-1.3	0.0	-1.6	7.8	Cc1ccc(C2(O)CN(c3ccccc3)C3=[N+]2CCS3)cc1 (stereo not drawn)
9	11.3	9.1	-32.4	13.9	0.8	2.7	-0.5	2.0	4.3	-7.5	COc1cc(SSc2cc(OC)cc([N+](=O)[O-])c2N)c(N)c([N+](=O)[O-])c1
10	1.5	0.1	3.9	-4.7	-0.6	-1.8	0.1	2.6	-0.8	-6.0	Cc1c(CNC(=O)c2cnn3c2NC(c2ccc(Br)cc2)CC3C(F)(F)F)cnn1C (stereo not drawn)
11	0.1	2.7	-8.1	22.3*	2.7	-4.5	0.4	-1.3	3.6	-2.7	COc1ccc(/C=N/NC(=O)c2cc(C34CC5CC(CC(C5)C3)C4)[nH]n2)cc1OC
12	0.3	0.9	12.3	-9.8	0.1	-7.9	-0.5	3.4	1.2	1.1	O=c1[nH]n(-c2cccc(Cl)c2)c2ncccc12
13	-2.3	-1.2	-2.7	-22.2	/	0.3	-0.6	-12.9	-2.7	4.3	CCn1c(=O)[nH]c2cc(C(=O)N3CCN(c4ccccc4)CC3)ccc2c1=O
14	-0.2	-1.0	3.7	-5.4	0.6	-7.3	-0.6	-2.5	-16.3	6.4	O=C(CSc1nnc(-c2cccc(F)c2)o1)Nc1nncs1
15	-0.1	2.0	-11.4	-18.9	2.4	-3.1	0.3	-3.6	-1.1	-5.8	CC(C)Oc1ccc(/C(O)=C2/C(=O)C(=O)N(Cc3cccnc3)C2c2ccco2)cc1 (stereo not drawn)
16	-1.3	-1.3	5.4	3.3	-0.5	-4.9	-0.2	-2.2	-8.6	3.5	CC(=N)C1=C(O)CC(C)(C)CC1=O
17	-2.7	3.2	-1.1	-2.8	0.6	-5.8	-1.1	-1.3	-3.5	1.1	O=C1CC(N2CCN(S(=O)(=O)c3ccc(Cl)cc3)CC2)C(=O)N1CCc1ccccc1 (stereo not drawn)
18	-1.3	0.5	-1.2	0.4	0.3	1.8	-0.2	-3.4	-3.0	5.7	CN(C)S(=O)(=O)c1ccc(SCC(=O)Nc2ccc3c(c2)OCCO3)nc1
19	-0.6	-3.1	-3.5	-0.7	-1.1	-1.2	0.2	-11.4	-0.1	0.6	COC(CSc1ncnc2c1oc1nc3c(cc12)COC(C)(C)C3)OC
20	7.2	-0.1	1.5	1.1	0.5	-0.6	-0.3	-4.4	1.6	0.2	Cc1cccc(COCC(Cc2ccccc2)N2CCN(C(=O)c3ccc(Cl)c(Cl)c3)CCC2=O)c1 (stereo not drawn)
21	-0.6	0.6	0.2	-11.8	-0.7	-10.8	-1.5	-0.6	-2.9	-1.8	C/C=C/Cn1c(N2CCCCCC2)nc2c1c(=O)[nH]c(=O)n2C
22	3.0	6.1	-4.5	10.5	0.2	-0.7	-0.2	5.0	-3.0	-5.2	O=C(OCC(=O)c1ccc(Cl)cc1Cl)c1ccc2c(c1)C(=O)N(c1cccc3ncccc13)C2=O
23	-0.8	1.2	-2.7	-7.5	0.4	-2.8	-0.4	-12.0	3.1	6.5	Cc1cc(C)cc(NC(=O)COC(=O)CCn2c(C)csc2=O)c1
24	-4.8	45.4*	-2.7	2.2	-0.5	-10.8	-0.7	8.6	-2.3	-0.1	CCOC(=O)N1CCC(N(CCN(C)C)C(=S)Nc2ccccc2OCC)CC1
25	5.8	1.8	4.9	9.6	-0.7	-0.7	-0.3	-14.5	-3.8	-20.3	C=CCC[C@@H](Cc1ccc(F)cc1)C(=O)O[C@H](CNC(=O)[C@H](CC=C)CC(=O)N(CCO)Cc1ccccc1)c1ccccc1
26	-1.2	-1.4	2.0	12.0	-1.2	-2.6	-0.1	-6.0	-15.8	0.3	O=S(=O)(c1cc(F)ccc1F)N1CCC2(CC1)OCCO2
27	-2.6	-2.7	-1.3	20.8*	0.4	-1.6	-0.2	-1.8	2.8	1.3	Cc1onc(-c2ccccc2)c1C(=O)N1CCCC1
28	2.4	3.5	-4.8	14.3	-1.1	-0.2	-0.9	-4.0	0.2	7.4	COc1ccc2c(c1)c(N=NC(N)=S)c(O)n2CC(=O)c1ccccc1
29	3.7	3.1	-0.3	-3.8	0.5	-1.9	0.6	-3.8	3.4	-6.3	Cc1cc(C)c2cc(C(=O)N3CCC(C(=O)c4ccc(F)cc4)CC3)[nH]c2c1
30	-2.0	13.8	7.0	-10.0	0.8	-1.9	0.8	13.9	5.3	7.0	O=C(O)C1C2CCC(CC2)C1C(=O)N1CCN(Cc2ccc(F)cc2)CC1 (stereo not drawn)
31	-1.1	-3.9	-7.6	10.4	1.4	-3.3	-0.8	-14.1	5.2	5.0	COc1cccc(/C=C2/NC(=O)NC2=O)c1OCC(=O)Nc1ccccc1
32	-0.2	-4.4	0.4	-14.3	0.8	1.0	-0.4	-0.1	5.6	0.4	CCCOc1ccc(-c2nc(C#N)c(N3CCN(CC)CC3)o2)cc1
33	2.2	-5.6	17.9	11.8	-0.2	-3.4	0.2	-8.1	4.5	-7.9	Cc1nnc(SC(C(=O)Nc2cc(Cl)cc(Cl)c2)c2ccccc2)[nH]c1=O (stereo not drawn)
34	0.0	-0.5	10.2	-21.3	0.9	-7.3	-0.3	-7.7	2.6	6.6	O=C1C=CC(=O)N1c1ccc2c(c1)Cc1cc(F)ccc1-2
35	-0.8	2.2	-13.5	1.2	0.0	0.6	0.4	-0.7	0.5	0.6	O=[N+]([O-])c1cc(CN2CCC(O)CC2)ccc1Cl
36	1.5	9.3	-1.6	14.4	0.4	0.3	0.4	-9.5	-2.6	-4.2	Cc1ccc(S(=O)(=O)N2CCOCC2)cc1C(=O)OCC(=O)N1CCc2ccccc2C1
37	-0.8	-0.7	2.0	-0.4	-1.2	-1.8	0.0	-6.5	-0.6	-4.5	COc1cc(S(=O)(=O)Nc2cccnc2)ccc1Cl
38	-0.9	0.3	-1.1	1.4	0.5	-0.8	-0.3	5.6	-10.2	-5.9	CC(=O)N/C(=C\c1ccccc1)C(=O)OCC(=O)NC(C)C12CC3CC(CC(C3)C1)C2 (stereo not drawn)
39	8.2	5.2	-23.9	-46.2	0.2	-8.2	-0.8	6.4	-28.1	-14.8	O=[N+]([O-])c1ccc(/C=N/Nc2ccc3ccccc3c2)o1
40	-2.5	1.8	-4.2	-2.2	0.0	-3.7	-0.4	-13.3	7.2	1.4	Fc1ccc(OCCOCCN2CCCC2)cc1
41	-1.4	0.1	-3.7	6.6	4.2	-17.1	-1.3	11.9	-9.4	2.0	O=C(N/N=C/C(Cl)=C\c1ccccc1)c1cnccn1
42	-7.0	2.7	-4.4	-25.3	-0.3	2.8	-0.3	-5.0	-16.0	-1.2	CCN=C1Cn2c(nc3scc(-c4ccccc4)c3c2=O)CN1CC
43	-0.3	-0.7	1.2	-15.6	0.8	-2.8	0.8	-7.8	0.6	8.6	Cc1ccc(S(=O)(=O)N2CC3(C)CN(S(=O)(=O)c4ccc(C)cc4)CC(C)(C2)C3)cc1
44	1.0	0.4	2.4	-1.6	1.0	-1.1	2.1	-3.5	-11.1	-2.5	CC(=O)Nc1ccc(S(=O)(=O)NCC2CCC(C(=O)NC(C)c3ccccc3)CC2)cc1 (stereo not drawn)
45	0.8	2.2	-19.3	-2.8	1.9	-7.3	-0.6	3.6	-24.5	0.2	O=C(Nc1ncc([N+](=O)[O-])s1)c1ccc2c(c1)OCO2
46	-0.7	0.1	2.9	8.6	-0.4	-3.6	-2.1	-7.3	-10.6	-1.9	C=CCNC(=O)c1ccccc1NC(=O)C1CC(=O)N(C(C)C)C1 (stereo not drawn)
47	-0.2	-1.7	-1.1	4.1	-0.7	-9.5	-1.6	-0.6	-7.0	-0.3	CC(=O)Nc1ccccc1C(=O)N1CC(C)OC(C)C1 (stereo not drawn)
48	-0.4	-1.6	29.0	2.3	0.1	-0.7	-0.4	0.0	2.4	-0.1	COc1ccc(CNC(=O)CCC(=O)c2ccc(F)cc2)cc1OC
49	-2.3	-1.8	1.8	11.4	0.7	-5.3	-0.5	2.3	-1.3	-2.5	O=C(CN1CCCCC1)NC(=O)NC1CCCCC1
50	-1.3	0.1	-1.2	-35.6	0.0	0.0	-0.1	-2.2	1.9	-0.3	Cc1cc(C)nc(N(C#N)S(=O)(=O)c2ccccc2Cl)n1
51	-0.6	-0.6	-1.0	-0.1	-0.4	-3.4	0.2	1.0	-5.3	5.0	COCCCNC(=O)CC1C[C@H](C(=O)N(C(C)C)C(C)C)[C@@]2(C)c3[nH]c4ccc(OC)cc4c3CCN2C1=O (stereo partly drawn)
52	-1.2	-0.3	0.5	3.6	-0.2	-10.3	-1.2	-5.7	5.3	-0.6	Cc1cc(C)cc(CN2C(=O)NC3(CCCCCC3)C2=O)c1

Sorted by value in LMPTP block (falling): some entries from above.
#	LMPTP block	STEP block	SUMO1-SIM PPI	CendR NRP1 mod	MsrA inh	MsrA act	Tb MetRS inh	Scp-1 inhibitor	eLon inh	DNMT1 block	SMILES
35	-0.8	2.2	-13.5	1.2	0.0	0.6	0.4	-0.7	0.5	0.6	O=[N+]([O-])c1cc(CN2CCC(O)CC2)ccc1Cl
38	-0.9	0.3	-1.1	1.4	0.5	-0.8	-0.3	5.6	-10.2	-5.9	CC(=O)N/C(=C\c1ccccc1)C(=O)OCC(=O)NC(C)C12CC3CC(CC(C3)C1)C2 (stereo not drawn)
41	-1.4	0.1	-3.7	6.6	4.2	-17.1	-1.3	11.9	-9.4	2.0	O=C(N/N=C/C(Cl)=C\c1ccccc1)c1cnccn1
